Compound activity deposited in PubChem BioAssay by Southern Research Specialized Biocontainment Screening Center.
H37Rv inhibition: M. tuberculosis growth inhibition, HTS (AID 449762); M. tuberculosis H37Rv growth inhibition, 7H9 media; higher % means a stronger effect; inhibition, % at 25 µM; hits with a dose series show IC50 in µM; 0.59% of 330,000 active; in the data active means a potency from the dose series;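 further: bacterial growth assessed after seven days of incubation; strong numbers were not always called active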
tuberculosis growth: growth inhibition of non-replicating M. tuberculosis (AID 488890) | Mycobacterium tuberculosis non-replicating, growth inhibition; higher % means a stronger effect | inhibition, % at 25 µM, or IC50 in µM where a hit was titrated | 0.39% of 320,000 active; in the data active means a potency from the dose series;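 further: plate controls were DMSO cells for no effect and high antibiotic wells for full effect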
inhibitors of VEEV: inhibitors of VEEV TC-83 cytopathic effect, confirmation, Vero cells (AID 588727) | 0.13% of 350,000 active | inhibition, % at 20 µM, or IC50 in µM where a hit was titrated | Vero cells, VEEV TC-83 cytopathic effect inhibition; higher % means a stronger effect; in the data active means a potency from the dose series; further: strong numbers were not always called active
influenza NS1A: NS1A inhibition, H1N1 influenza, cell based functional assay (AID 504329); NS1A functional cell-based assay, percent inhibition; higher % means a stronger effect; inhibition, % at 12.5 µM; hits with a dose series show IC50 in µM; 0.3% of 340,000 active; in the data active means a potency from the dose series; further: strong numbers were not always called active
PhoP GFP inhibition: Inhibition of PhoP regulon, Salmonella typhi GFP reporter cells, confirmation, 4 h (AID 1850). Salmonella Typhi PhoP-promoter GFP reporter, fluorescence, 4 h; higher % means a stronger effect. inhibition, % at 50 µM; hits with a dose series show IC50 in µM. 0.33% of 310,000 active; in the data active means a potency from the dose series;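 further: 0% = induced wells with vehicle and 100% = uninduced wells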
* hit, by the source's call; i = inactive; · = not tested or not shown.

(1) CC(=O)c1ccc(N2CCN(S(=O)(=O)c3cc4[nH]c(=O)c(=O)[nH]c4cc3C)CC2)cc1
(2) Cc1ccc2cccc(OCCCOc3ccccc3F)c2n1
(3) COc1ccc(/C(C)=N/N2C(C)CCCC2C)c(OC)c1 (stereo not given)
(4) COCCN(C(=O)COC(=O)c1ccc(C)s1)c1c(N)n(Cc2ccccc2)c(=O)[nH]c1=O
(5) CC(C)(C)C(=O)NC1(C(F)(F)F)C(=O)Nc2c1c(=O)[nH]c(=O)n2Cc1ccco1 (stereo not given)
Assay by compound	1	2	3	4	5
H37Rv inhibition	-5%	5%	-1%	-8%	2%
tuberculosis growth	-7%	50%	1%	-13%	12%
inhibitors of VEEV	1.4%	i	0.2%	2.3%	i
influenza NS1A	-5%	-2%	-17%	-5%	0%
PhoP GFP inhibition	-2%	-5%	0%	-4%	-6%

Ordered by molar mass (smallest number first): part of the list above.
(3) COc1ccc(/C(C)=N/N2C(C)CCCC2C)c(OC)c1 (stereo not given)
(2) Cc1ccc2cccc(OCCCOc3ccccc3F)c2n1
(5) CC(C)(C)C(=O)NC1(C(F)(F)F)C(=O)Nc2c1c(=O)[nH]c(=O)n2Cc1ccco1 (stereo not given)
Assay by compound	3	2	5
H37Rv inhibition	-1%	5%	2%
tuberculosis growth	1%	50%	12%
inhibitors of VEEV	0.2%	i	i
influenza NS1A	-17%	-2%	0%
PhoP GFP inhibition	0%	-5%	-6%

Remaining list, next part:
(6) CCC(CC)c1nn2c(N)c(/C=C3\C(C)=Nc4ccccc43)c(=O)nc2s1
(7) CCCc1nnc(SCC(=O)N2C(C)CCCC2C)n1CC (stereo not given)
(8) Nc1ccccc1Sc1ccc(C(F)(F)F)cc1[N+](=O)[O-]
(9) COc1cc(C2Nc3ccccc3C(=O)N2c2ccccc2OC)ccc1O (stereo not given)
(10) Cc1ccc(S(=O)(=O)N2CCC(C(=O)C3C(=O)CCCC3=O)CC2)cc1
Assay by compound	6	7	8	9	10
H37Rv inhibition	-13%	-4%	-1%	-5%	-10%
tuberculosis growth	30%	3%	-5%	19%	-13%
inhibitors of VEEV	9.6%	1.1%	1.2%	1.1%	0.6%
influenza NS1A	·	-5%	14%	7%	-8%
PhoP GFP inhibition	1%	3%	6%	-7%	-1%

(11) CCOc1cc(/C=C2\CCn3c2nc2cc(Cl)ccc2c3=O)ccc1O
(12) CC(C)Oc1ccc(CCNC(=O)C2CCC(=O)N(Cc3cccc(F)c3)C2)cc1 (stereo not given)
(13) COc1ccc(CCNC(=O)CSc2ccccn2)cc1OC
(14) CCN(CC(=O)NCc1cccs1)C(=O)c1ccc([N+](=O)[O-])o1
(15) Cc1ccc(SCC(=O)Nc2cc([N+](=O)[O-])ccc2O)cc1
Assay by compound	11	12	13	14	15
H37Rv inhibition	8%	1%	-10%	19µM*	-7%
tuberculosis growth	9%	38%	12%	56%	31%
inhibitors of VEEV	0.9%	4.7%	0.6%	1.3%	4.0%
influenza NS1A	-4%	5%	-6%	-5%	-9%
PhoP GFP inhibition	-7%	5%	-2%	1%	4%

(16) CC(C)NCC(O)COCCOc1ccc(Br)cc1 (stereo not given)
(17) COc1cc(C2OC(=O)C3C(c4ccc(OC(C)=O)c(OC)c4)OC(=O)C23)ccc1OC(C)=O (stereo not given)
(18) CN(c1ccc([N+](=O)[O-])cc1C(=O)Nc1ccccc1)C1CCCCC1
(19) CC(=O)Nc1ccc(C(=O)NNS(=O)(=O)c2ccc(C)cc2)cc1
(20) O=Cc1c(NCc2ccccc2F)c2ccccc2[nH]c1=O
Assay by compound	16	17	18	19	20
H37Rv inhibition	-7%	-2%	-6%	1%	-2%
tuberculosis growth	-3%	-1%	11%	-1%	9%
inhibitors of VEEV	0.9%	2.4%	i	0.5%	1.8%
influenza NS1A	-1%	2%	12%	·	-3%
PhoP GFP inhibition	10%	-6%	-2%	-2%	-5%

(21) CCCNS(=O)(=O)c1ccc(CCC(=O)NCc2cccnc2)cc1
(22) Cc1ccc2c(c1)nnn2C1CCN(CC(=O)N2c3ccccc3CC2C)CC1 (stereo not given)
(23) Cc1c(C(=O)Nc2ccc(Cl)cc2)c2ccccn2c1CCc1ccncc1
(24) CN(C)C(=O)c1ccc(NC(=O)c2ccccc2Sc2ccccc2C#N)cc1
(25) CCOC(=O)N1CCN(C(=O)C(CC)n2nc(C)c3sc4ccccc4c3c2=O)CC1 (stereo not given)
Assay by compound	21	22	23	24	25
H37Rv inhibition	5%	3%	12%	11%	3%
tuberculosis growth	-13%	36%	26%	-1%	7%
inhibitors of VEEV	i	i	1.0%	0.9%	2.7%
influenza NS1A	-2%	5%	-4%	-1%	-12%
PhoP GFP inhibition	2%	-1%	3%	-12%	-1%

A few values from the results shown.
Entry for compound 24 in tuberculosis growth: -1%
Entry for compound 22 in H37Rv inhibition: 3%

Following part.
(26) COC(=O)c1cc(-c2c[nH]c3ccccc23)n[nH]1
(27) CCOc1cc(C(=O)Nc2cc3c(cc2N2CCCC2)n(C)c(=O)n3C)cc(OCC)c1OCC
(28) CCn1cnc2c1c(=O)n(Cc1csc(-c3ccccc3)n1)c(=O)n2Cc1ccccc1
(29) O=[N+]([O-])c1ccc(Cl)c(S(=O)(=O)Nc2ccc(-c3ccc(N4CCCC4)nn3)cc2)c1
(30) CCC1(C)OCC(Cn2c3ccccc3c3ccccc32)O1 (stereo not given)
Assay by compound	26	27	28	29	30
H37Rv inhibition	4%	50%	7%	-7%	4%
tuberculosis growth	1%	3%	22%	13%	-3%
inhibitors of VEEV	11%	1.4%	i	5.0%	·
influenza NS1A	4%	10%	2%	-4%	·
PhoP GFP inhibition	-2%	0%	9%	-1%	-5%

(31) CCOC(=O)CCNC(=O)CNC(=O)OCc1ccccc1
(32) CC(=O)c1ccc(S(=O)(=O)NCCCC(=O)N(C)Cc2ccc3c(c2)OCO3)cc1
(33) CCOc1ccc(N(CC(=O)NCCc2ccccc2)C(=O)CCC(=O)Nc2cc(C)ccn2)cc1
(34) CCn1c(C(=O)O)c(CC(=O)Nc2ccccc2F)c2ccccc21
(35) CC(NC(=S)NNS(=O)(=O)c1cccc([N+](=O)[O-])c1)c1ccccc1 (stereo not given)
Assay by compound	31	32	33	34	35
H37Rv inhibition	-2%	6%	-4%	6%	1%
tuberculosis growth	11%	20%	-7%	56%	-5%
inhibitors of VEEV	0.1%	2.0%	10%	0.9%	0.6%
influenza NS1A	-2%	-23%	10%	-6%	-3%
PhoP GFP inhibition	-3%	·	2%	-8%	-1%

(36) CCOC(=O)c1c(NC(=O)CSc2nc3cccnc3n2C)sc(C(C)=O)c1C
(37) Cc1ccc(C(=O)NC=C(Cl)Cl)cc1
(38) COc1ccc(-c2noc(-c3ccc(Cl)cc3)n2)cc1
(39) Cc1ccccc1NC(=O)COc1ccc(S(=O)(=O)N2CCCC2)cc1C
(40) CN1C(=O)c2ccc(C(=O)Nc3nccs3)cc2C1=O
Assay by compound	36	37	38	39	40
H37Rv inhibition	-1%	-4%	-2%	-6%	-1%
tuberculosis growth	5%	65%	44%	-14%	-15%
inhibitors of VEEV	0.9%	2.9%	·	4.0%	i
influenza NS1A	-1%	-4%	·	-17%	-4%
PhoP GFP inhibition	-20%	-9%	-15%	-4%	-4%

Compound profiles (already shown):
`CN1C(=O)c2ccc(C(=O)Nc3nccs3)cc2C1=O` as listed: H37Rv inhibition: -1%; tuberculosis growth: -15%; inhibitors of VEEV: i; influenza NS1A: -4%; PhoP GFP inhibition: -4%
`CCOC(=O)c1c(NC(=O)CSc2nc3cccnc3n2C)sc(C(C)=O)c1C` as listed: H37Rv inhibition: -1%; tuberculosis growth: 5%; inhibitors of VEEV: 0.9%; influenza NS1A: -1%; PhoP GFP inhibition: -20%
